# FUS suppressor = rescues growth of FUS-expressing yeast; S. cerevisiae FUS-expressing, growth rescue, OD600, 24 h; Potency, µM (doses to about 76.6 µM), without a hit: top-dose growth rescue (activation), most hits filed as activators; hit rate 0.24% among 390,000; AID 1347120;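 further: plate controls were DMSO vehicle for no effect and reference control for full effect; nearly all actives have a fitted effect of over 55% in size; some results filed as inactive show a strong effect at the top dose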
#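 Yeast expressing FUS under galactose induction, OD 0.005 in 2% galactose medium; compounds in a dilution series, 24 h at 30C. Growth rescue by absorbance at 600 nm; CP55940 positive control, DMSO negative.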
# Abeta yeast res = compounds reversing amyloid beta toxicity in yeast | Potency, µM (top dose mostly 46.1 µM), for inactives: at the top dose growth rescue, actives largely listed as activators | hit rate 0.063% among 410,000 | yeast expressing A-beta42, growth rescue, OD600, 48 h; response scale: 0% DMSO, 100% iron-clioquinol control; further: nearly all actives have a fitted effect of over 55% in size
#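 Growth rescue measured by 600 nm absorbance after 48 h yeast culture at 30 C with compound. Values normalized between DMSO and an equimolar ferric chloride plus clioquinol control.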
# Mm-Cpn inhibitor = inhibitors of Methanococcus maripaludis chaperonin (MmCpn) | purified Mm-Cpn ATPase, ADP Transcreener TR-FRET | Potency, µM (series often up to 76.9 µM), for inactives: at the highest dose activity, negative = inhibition, most hits filed as inhibitors | hit rate 0.031% among 330,000; further: on the % scale 0 is the no-effect control and ±100 the full control effect; nearly all actives have a fitted effect of over 80% in size
#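 ATP (10 uM final) was added to archaeal chaperonin (25 nM final) after 10 min exposure to test compound at 37°C; after 30 min further incubation, ADP was detected by competitive TR-FRET.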
# aSyn yeast inh = rescues yeast growth from alpha-synuclein toxicity; AID 652106; hit rate 0.14% among 370,000; Potency, µM (series often up to 46.1 µM), without a hit: top-dose growth rescue (activation), hits mostly activators; Yeast expressing alpha-synuclein, growth rescue, BacTiter-Glo, 24 h; further: % of control where 0% means no effect; nearly all actives have a fitted effect of over 65% in size
#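 Screening used galactose-induced yeast with toxic alpha-synuclein levels, exposed to compound for 24 hr at 30 deg C. Cell growth, read with BacTiter-Glo luminescence, gave the measured signal.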
# TDP43 rescue = TDP-43 toxicity inhibition in yeast | TDP-43 expressing yeast growth rescue, BacTiter-Glo, 24 h | Potency, µM (series often up to 46.1 µM), for the others: at the top dose growth rescue (activation), hits mostly activators | hit rate 1.8% among 410,000; further: % of control where 0% means no effect; nearly all actives have a fitted effect of over 50% in size
#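 Yeast cells expressing TDP-43 under galactose induction are exposed to compounds for 24 hr at 30 deg C. BacTiter-Glo luminescence measures growth, so protective compounds score as activators.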
# PTHR1 agonist = agonists of human PTHR1 parathyroid hormone receptor; AID 743266; Q03431; hit rate 0.075% among 410,000; Potency, µM (highest dose often 115 µM), for inactives: at the top dose activation, actives largely listed as activators; HEK293 GP2 PTHR1 cells, GloSensor cAMP luminescence, 1 h; further: nearly all actives have a fitted effect of over 55% in size; some results filed as inactive show a strong effect at the top dose; inactives centre near -15; many of its hits are not listed in these tables
# Target sequence (Q03431 whole entry, looked up): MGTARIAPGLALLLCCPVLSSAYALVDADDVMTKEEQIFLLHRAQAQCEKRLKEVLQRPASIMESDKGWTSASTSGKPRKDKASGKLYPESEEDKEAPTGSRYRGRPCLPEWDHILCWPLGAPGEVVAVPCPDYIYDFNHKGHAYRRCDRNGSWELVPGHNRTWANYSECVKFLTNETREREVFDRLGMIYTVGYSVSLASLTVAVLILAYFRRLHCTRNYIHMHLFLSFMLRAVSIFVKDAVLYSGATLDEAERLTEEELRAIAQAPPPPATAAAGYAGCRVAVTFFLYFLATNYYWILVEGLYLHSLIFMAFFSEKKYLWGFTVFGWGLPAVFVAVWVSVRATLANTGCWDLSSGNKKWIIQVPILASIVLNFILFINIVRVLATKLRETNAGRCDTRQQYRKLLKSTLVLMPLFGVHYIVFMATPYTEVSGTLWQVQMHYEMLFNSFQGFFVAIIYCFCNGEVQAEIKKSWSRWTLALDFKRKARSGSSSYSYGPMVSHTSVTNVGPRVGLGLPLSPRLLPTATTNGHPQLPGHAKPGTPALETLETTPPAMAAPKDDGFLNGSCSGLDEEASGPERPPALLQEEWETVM
#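 HEK-293-derived GP2 cells expressing PTHR1 and a GloSensor cAMP reporter, 3,000/well, plated overnight, given luciferin plus IBMX (each 0.5 mM as added) for 1 h at 37 °C, then compound for 1 h at 37 °C. Luminescence was read after 15 min at room temperature.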
# * marks the source's active call; other numbers are inactive results; i = inactive; ? = inconclusive; · = no result given; [ ] = another dose, or the depositor's remark. The call rests on the fitted dose curve; in most records, active means well fitted curve in the direction sought with a large enough effect; inconclusive means small, poorly fitted or top-dose-only effect, or another doubt; inactive means no such curve, though single readings can be large; an effect the other way counts as inactive or inconclusive. Potency means the concentration at half of the fitted maximal effect. The list is partial (hit frequency here may not be typical).
# Below each SMILES: FUS suppressor	Abeta yeast res	Mm-Cpn inhibitor	aSyn yeast inh	TDP43 rescue	PTHR1 agonist
NS(=O)(=O)c1ccc(-c2ccc(C=C3C(=O)NC(=S)NC3=O)o2)cc1
  ·	·	-4%	·	·	·
CCOC(=O)c1c(/N=C/C2C(=O)NC(=S)NC2=O)sc(C)c1C
  ·	·	-3%	·	·	·
CN1C(=O)N(C)C(=O)C2(Cc3c(nc4ccccn4c3=O)N3CCC(Cc4ccccc4)CC32)C1=O (centres undefined)
  ·	·	-5%	·	·	·
CN1C(=O)C(=Cc2ccc(N(C)C)c([N+](=O)[O-])c2)C(=O)N(C)C1=O
  ·	·	-12%	·	·	·
CN[C@H]1C[C@H]2O[C@@](C)([C@H]1OC)n1c3ccccc3c3c4c(c5c6ccccc6n2c5c31)C(=O)NC4
  ·	·	-20%	·	·	·
CCCCC1C(=O)NC(=S)NC1=O
  ·	·	2%	·	·	·
CN1C(=O)C(=Cc2ccc(-c3cccc(Cl)c3)o2)C(=O)N(C)C1=O
  ·	·	-8%	·	·	·
O=C(O)c1ccccc1NC(=O)C1C2CCC(O2)C1C(=O)O (centres undefined)
  ·	·	-1%	·	·	·
COc1ccc(/C=C2/C(=O)NC(=O)N(Cc3ccco3)C2=O)cc1
  ·	·	-1%	·	·	·
CS(=O)(=O)Nc1ccc(Cc2noc(-c3ccc4[nH]cc(CCN)c4c3)n2)cc1
  ·	·	-8%	·	·	·
NC(=O)c1ccc(C(=O)Nc2ccc([As](=O)(O)O)cc2)cc1
  ·	·	0%	·	·	·
Cc1cc(OCC(=O)Nc2cc(C)nn2-c2ccccn2)c2c3c(c(=O)oc2c1)CCC3
  ·	·	-3%	·	·	·
CN1C(=O)C(Cc2c[nH]c3ccccc23)C(=O)N(C)C1=O
  ·	·	0%	·	·	·
COc1ccc(C2N3CC(C)(C)CN23)cc1 (centres undefined)
  ·	·	0%	·	·	·
O=c1c2cc([N+](=O)[O-])ccc2nc(CN2CCOCC2)n1-c1ccccc1F
  ·	·	-1%	·	·	·

# 3 structures already listed, sorted by count of non-hydrogen atoms, rising.
# Below each SMILES: FUS suppressor	Abeta yeast res	Mm-Cpn inhibitor	aSyn yeast inh	TDP43 rescue	PTHR1 agonist
NS(=O)(=O)c1ccc(-c2ccc(C=C3C(=O)NC(=S)NC3=O)o2)cc1
  ·	·	-4%	·	·	·
CS(=O)(=O)Nc1ccc(Cc2noc(-c3ccc4[nH]cc(CCN)c4c3)n2)cc1
  ·	·	-8%	·	·	·
Cc1cc(OCC(=O)Nc2cc(C)nn2-c2ccccn2)c2c3c(c(=O)oc2c1)CCC3
  ·	·	-3%	·	·	·

# (cont.)
# Below each SMILES: FUS suppressor	Abeta yeast res	Mm-Cpn inhibitor	aSyn yeast inh	TDP43 rescue	PTHR1 agonist
Oc1ccc2c3c1OC1C(O)CC[C@@]4(O)[C@@H](C2)N(CC2CCC2)CC[C@]314 (some centres undefined)
  ·	·	1%	·	·	·
C#C[C@]1(O)[C@H](O)CC2C3CC[C@H]4C[C@@H](O)CC[C@]4(C)C3CC[C@@]21C (some centres undefined)
  ·	·	0%	·	·	·
C[C@]12CCC3C(CC[C@H]4C[C@H](O)CC[C@]34C)C1C[C@@H](CCCCl)[C@@H]2O (some centres undefined)
  ·	·	-1%	·	·	·
Cc1ccc(/C=C2/C(=O)NC(=O)N(Cc3ccc(F)cc3)C2=O)o1
  ·	·	-1%	·	·	·
C[C@]12CCC3C(CC[C@H]4C[C@@H](O)CC[C@]34C)C1C[C@H](Br)[C@@H]2O (some centres undefined)
  ·	·	-1%	·	·	·
CCN1C(=O)NC(=O)/C(=C\c2ccc(N3CCOCC3)cc2OC)C1=O
  ·	·	-1%	·	·	·
COc1ccc(N2C(=O)NC(=O)/C(=C/c3ccc(N4CCOCC4)cc3)C2=O)cc1
  ·	·	1%	·	·	·
C[C@]12CCC(=O)C[C@@H]1CC[C@@H]1[C@@H]2CC[C@@]2(C)[C@H]1CC[C@]2(C)O
  ·	·	0%	·	·	·
C[C@@H]1C[C@H]2OC(=O)C3(CO3)[C@H]2[C@H](O)[C@]2(C)C(=O)C3OC3[C@@H]12 (some centres undefined)
  ·	·	-1%	·	·	·
C[C@]12CC(=CO)C(=O)C[C@@H]1CC[C@@H]1[C@@H]2CC[C@@]2(C)[C@H]1CC[C@]2(C)O
  ·	·	1%	·	·	·
O=[N+]([O-])c1ccc(N2CCNCC2)cc1NC1CC1
  ·	·	1%	·	·	·
O=C1NC(=O)C2=Cc3ccc(O)cc3OC2(O)N1 (centres undefined)
  ·	·	-3%	·	·	·
O=C1NC(=O)N(Cc2ccccc2)C(=O)/C1=C/c1cnn(-c2ccccc2)c1
  ·	·	-3%	·	·	·
CCCC1(CCC)C(=O)NC(=Nc2ccc(C)cc2)NC1=O
  ·	·	1%	·	·	·
Cc1nnc2n1-c1ccc(Cl)cc1C(c1ccccc1)=NC2
  ·	·	0%	·	·	·

# Full records as entered above. Screens in order: FUS suppressor	Abeta yeast res	Mm-Cpn inhibitor	aSyn yeast inh	TDP43 rescue	PTHR1 agonist
# Profile of COc1ccc(N2C(=O)NC(=O)/C(=C/c3ccc(N4CCOCC4)cc3)C2=O)cc1 : ·	·	1%	·	·	·
# Profile of C[C@@H]1C[C@H]2OC(=O)C3(CO3)[C@H]2[C@H](O)[C@]2(C)C(=O)C3OC3[C@@H]12 (some centres undefined) : ·	·	-1%	·	·	·
# Profile of O=C1NC(=O)C2=Cc3ccc(O)cc3OC2(O)N1 (centres undefined) : ·	·	-3%	·	·	·

# Other records.
# Below each SMILES: FUS suppressor	Abeta yeast res	Mm-Cpn inhibitor	aSyn yeast inh	TDP43 rescue	PTHR1 agonist
CN1CCN(C(=O)OC2c3nccnc3C(=O)N2c2ccc(Cl)cn2)CC1 (centres undefined)
  ·	·	-3%	·	·	·
CCOC(=O)c1sc(N=Nc2c(O)[nH]c(=O)[nH]c2=O)c(C(=O)OCC)c1C
  ·	·	2%	·	·	·
CCOC(=O)c1ncn2c1[C@@H]1CCCN1C(=O)c1cc(OC)ccc1-2
  ·	·	·	1%	·	·
CC(=O)[C@H]1CCC2C3CC[C@H]4C[C@H](O)CC[C@]4(C)C3CC[C@@]21C (some centres undefined)
  ·	·	·	-1%	·	·
CC(C)(C)NCC(O)c1ccccc1Cl (centres undefined)
  ·	·	·	1%	·	·
O=c1[nH]/c(=C\c2ccc(N(CCCl)CCCl)cc2)c(=O)[nH]/c1=C\c1ccc(N(CCCl)CCCl)cc1
  ·	·	·	-1%	·	·
NC(CCCCCP(=O)(O)O)C(=O)O (centres undefined)
  ·	·	·	-5%	·	·
NC(=O)CN1CC(O)CC1=O (centres undefined)
  ·	·	·	2%	·	·
Oc1ccc2c3c1O[C@H]1c4[nH]c5ccccc5c4C[C@@]4(O)C(C2)N(CC2CC2)CCC314 (some centres undefined)
  ·	·	·	10%	·	·
NCC(CP(=O)(O)O)c1ccc(Cl)cc1 (centres undefined)
  ·	·	·	5%	·	·
Cc1cc(/C=C/c2cccc3sc(C)[n+](CCCCI)c23)ccc1N(CCCl)CCCl
  ·	·	·	?	·	·
Cc1cc(/C=C/c2ccnc3ccccc23)ccc1N(CCCl)CCCl
  ·	·	·	3%	·	·
CC(=O)[C@H]1CCC2C3CC=C4C[C@@H](OS(=O)(=O)O)CC[C@]4(C)C3CC[C@@]21C (some centres undefined)
  ·	·	·	?	·	·
O=[N+]([O-])/C=C/c1ccc2c(c1)OCO2
  ·	·	·	-91%[inhibitor]	·	·
O=C1CC[C@@]2(O)C3Cc4ccc(O)c5c4C2(CCN3CC2CC2)[C@H]1O5 (some centres undefined)
  ·	·	·	-2%	·	·
C[C@@H]1O[C@@H](O[C@H]2C[C@@H](O)[C@]3(CO)[C@@H]4C(CC[C@]3(O)C2)[C@@]2(O)CC[C@H]([C@@H]3COC(=O)C3)[C@@]2(C)C[C@H]4O)[C@H](O)[C@H](O)[C@H]1O (some centres undefined)
  ·	·	·	-1%	·	·
C[C@@H]1O[C@@H](O[C@@H]2C=C3CC[C@@H]4[C@@H](CC[C@]5(C)[C@H](c6ccc(=O)oc6)CC[C@@]45O)[C@@]3(C)CC2)[C@H](O)[C@H](O)[C@H]1O
  ·	·	·	0%	·	·
C=CCN1C[C@@H](C)N([C@H](c2ccc(C(=O)N(CC)CC)cc2)c2cccc(OC)c2)C[C@@H]1C
  ·	·	·	-4%	·	·
COc1cc([C@@H]2c3cc4c(cc3[C@H](OC(C)=O)[C@H]3COC(=O)[C@H]23)OCO4)cc(OC)c1OC
  ·	·	·	7%	·	·
NCC1(CC(=O)O)CCCCC1
  ·	·	0%	-13%	·	·
CC(C)(C)n1nnnc1C1CN=C(c2ccccc2)c2ccccc2N1 (centres undefined)
  -4%	·	·	·	·	·
N#CCC[C@@H]1CC[C@]2(CCCN(Cc3ccccn3)C2)O1
  -9%	·	·	·	·	·
COC(=O)[C@H]1C[C@@]2(C)c3ccccc3N[C@H]2N1
  1%	·	·	·	·	·
COC(=O)[C@@]1(O)c2c(oc3cccc(O)c3c2=O)C=C[C@H]1O
  -5%	·	·	·	·	·
N#CCC[C@@H]1CC[C@]2(CCCN(Cc3ccncc3)C2)O1
  -14%	·	·	·	·	·
CO[C@H]([C@H](C)/C=C/N(C)C=O)[C@@H](C)C(=O)CC[C@H](C)[C@H](O)[C@H](C)[C@H]1OC(=O)/C=C/C(C)=C/[C@H](O)[C@H](OC)C[C@@H]2C=CC[C@@H](C[C@H](OC)[C@@H](CO)[C@@H](OC)C[C@@H](OC)[C@@H]1C)O2
  ?	·	·	·	·	·
CC(C)(C)OC(=O)NCCCCC(N)[P+](=O)O (centres undefined)
  -11%	·	·	·	·	·
CCOC(=O)CC[C@@H]1CC[C@]2(CCCN(Cc3ccccn3)C2)O1
  -7%	·	·	·	·	·
Cc1cc(O)c2c(c1)C(=O)[C@@]13C(=C2O)C(=O)[C@H]2C(O)[C@@H]1[C@H]1C(O)[C@@H]3C(=O)C3=C(O)c4c(O)cc(C)cc4C(=O)[C@@]312 (some centres undefined)
  28%	·	·	·	·	·
Cc1cccc(C(C)c2cnc[nH]2)c1C (centres undefined)
  6%	·	·	·	·	·
NC(Cc1ccccc1)[P+](=O)O (centres undefined)
  -16%	·	·	·	·	·
CN1C(=O)[C@@]23C[C@]4(c5c[nH]c6ccccc56)c5ccccc5N(S(=O)(=O)c5ccccc5)[C@@H]4N2C(=O)[C@@H]1SS3
  ?	·	·	·	·	·
C=CCCC(NC(=O)OCc1ccccc1)P(=O)(Oc1ccccc1)Oc1ccccc1 (centres undefined)
  -5%	·	·	·	·	·
CN1c2ccc(Br)cc2[C@H]2NCC[C@H]2[C@H]1CO
  2%	·	·	·	·	·
C[C@H](NC(=O)OCc1ccccc1)C(=O)NC(Cc1ccccc1)P(=O)(Oc1ccccc1)Oc1ccccc1 (some centres undefined)
  37%	·	·	·	·	·
CN=C1CN=C(c2ccc[nH]2)c2cc(Cl)ccc2N1
  3%	·	·	11%	·	·
O=NN(CCF)C(=O)NC1CCC(=O)NC1=O (centres undefined)
  -20%	·	·	·	23%	-10%
COc1ccc(C2(c3cccc(O)c3OC)CCN(C(C)=O)CC2)cc1O
  -7%	3%	·	·	·	i
CN1CC[C@@]2(C)c3cc(O)ccc3N(C)C2O1 (some centres undefined)
  15%	-14%	·	·	·	-1%
CC1(C)c2[nH]c3ccccc3c2C[C@@H]2C(=O)N(Cc3ccccc3F)C(=O)N21
  1%	?	·	·	·	-94%[inhibitor]
CN(CC#CCN1CCCC1)C(=O)c1cccc(Cl)c1
  -28%	10%	·	·	·	-4%
